# Compound activity from PubChem.
# PP1 counter = PP1-alpha (human) inhibition in PP5 counter-screen | purified PP1alpha, OMFP fluorescence | inhibition, % at 6.7 µM | 0.9% of 320,000 active;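 active means inhibition above the mean inhibition of all tested compounds plus 3 SD, computed separately for each screening campaign, cut at about 15% in these data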
# procasp7 counter = activates human procaspase-7, counter-screen for procaspase-3 activators; activation, % at 8.5 µM; recombinant procaspase-7, Ac-DEVD-pNA absorbance 405 nm; D23A/D198A/D206A triple mutant, cannot self-cleave; scale: DMSO 0, 5 µM enzyme 100; 0.093% of 330,000 active; P55210;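 active means percent activation above the screen-wide mean plus 3 SD, cut at about 25% in these data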
#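 Assay system: Uncleavable procaspase-7 mutant enzyme | Input: 2 µM procaspase-7 mutant as dispensed | Timing: 1 h compound preincubation, 2 h substrate cleavage, 25 °C | Repeats: One well per compound | Control set: DMSO wells as 0%, DMSO with 5 µM added PC-7 as 100% | Technique: Epi-absorbance of released pNA at 405 nm, two timepoints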
# procasp3 activ = activates human procaspase-3. P42574. recombinant procaspase-3 D3A, Ac-DEVD-pNA absorbance 405 nm. activation, % at 8.5 µM. 0.11% of 330,000 active. AID 463141;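 active means activation above the mean of all tested compounds plus 3 SD, cut at about 21% in these data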;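 further: 0% = DMSO alone and 100% = DMSO wells spiked with extra 5 µM PC-3 D3A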
#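 Test system: Procaspase-3 D3A mutant; medium: Zinc-free HEPES/NaCl buffer with 0.01% Triton X-100 at pH 7.4; reagent: DEVD-pNA substrate; doses: one concentration, 8.5 µM nominal, 0.8% DMSO; times: 1 h preincubation plus 2 h reaction at 25 °C; signal: Epi-absorbance at 405 nm of released p-nitroaniline, 0 and 120 min; replicates: singlicate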
# CTSL1 counter = cathepsin L1 inhibition, PFM18AAP counter-screen | recombinant F. hepatica cathepsin L1, Z-Leu-Arg-MCA fluorescence | inhibition, % at 5.96 µM | 0.49% of 300,000 active | AID 1906;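 active means inhibition above the mean of all tested compounds plus 3 SD, set per screening campaign, cut at about 17% in these data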;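 further: 0% = plate median of test compound wells and 100% = 1 µM Z-Phe-Ala-diazomethylketone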
# TPT1 inhibitor = inhibitors of Candida albicans tRNA 2'-phosphotransferase TPT1; 0.81% of 300,000 active; recombinant caTPT1, FP RNA substrate dephosphorylation; inhibition, % at 5 µM;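 active means inhibition above the mean of all tested compounds plus 3 SD, set per screening campaign, cut at about 24% in these data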;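 further: plate controls were DMSO alone for no effect and ferristatin control at 100 nM for full effect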
# PP5 inh = blocks human protein phosphatase 5 activity. P53041. purified PP5c, OMFP substrate fluorescence. inhibition, % at 6.7 µM. 0.18% of 320,000 active;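 active means inhibition above the campaign's mean inhibition across all tested compounds plus 3 SD, cut at about 9.5% in these data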;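 further: 0% = DMSO only and 100% = 100 µM cantharidin control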
# Target sequence (P53041 whole entry, looked up): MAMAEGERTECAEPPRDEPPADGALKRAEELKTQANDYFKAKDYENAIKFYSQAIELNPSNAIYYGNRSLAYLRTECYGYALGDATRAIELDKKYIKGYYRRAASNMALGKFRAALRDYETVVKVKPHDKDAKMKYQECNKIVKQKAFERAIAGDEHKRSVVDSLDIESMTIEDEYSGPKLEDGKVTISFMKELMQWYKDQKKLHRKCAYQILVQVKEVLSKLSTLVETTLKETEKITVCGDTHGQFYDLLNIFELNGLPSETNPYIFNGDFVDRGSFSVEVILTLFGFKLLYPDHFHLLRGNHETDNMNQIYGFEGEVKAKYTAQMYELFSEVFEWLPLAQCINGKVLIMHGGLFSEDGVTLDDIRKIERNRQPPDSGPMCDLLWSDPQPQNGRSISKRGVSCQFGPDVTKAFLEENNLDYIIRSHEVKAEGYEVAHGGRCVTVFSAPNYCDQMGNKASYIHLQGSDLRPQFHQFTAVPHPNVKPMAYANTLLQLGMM
# Efflux pump mplx = inhibitors of Candida antifungal efflux pumps expressed in yeast; inhibition, % at 10 µM; S. cerevisiae Candida pump triplex, Nile Red efflux; 0.44% of 330,000 active;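 active means plate passing quality check with inhibition over a set limit, or well fluorescence over plate mean plus 4 SD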;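 further: Nile Red retained in pooled yeast measured as flow cytometry median fluorescence; 0% = buffer negative control and 100% = Enniatin B positive control; higher means more Nile Red kept so more efflux inhibition; some compounds called inactive have numbers as strong as hits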
# GASC-1 inh = blocks human GASC-1 demethylase activity; GST-JMJD2C(1-420) H3K9me3 demethylation, DELFIA europium; AID 2099; Q9H3R0; 0.069% of 330,000 active; inhibition, % at 2.35 µM;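 active means more than half of a compound's replicate wells show inhibition beyond 50%, single wells judged on their own value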;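 further: signal counts dimethyl H3K9 product captured on neutravidin plate; 0% = median of DMSO wells and 100% = 0.3 times that DMSO median; strong numbers were not always called active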
# Target sequence (Q9H3R0 1-420 limits assumed): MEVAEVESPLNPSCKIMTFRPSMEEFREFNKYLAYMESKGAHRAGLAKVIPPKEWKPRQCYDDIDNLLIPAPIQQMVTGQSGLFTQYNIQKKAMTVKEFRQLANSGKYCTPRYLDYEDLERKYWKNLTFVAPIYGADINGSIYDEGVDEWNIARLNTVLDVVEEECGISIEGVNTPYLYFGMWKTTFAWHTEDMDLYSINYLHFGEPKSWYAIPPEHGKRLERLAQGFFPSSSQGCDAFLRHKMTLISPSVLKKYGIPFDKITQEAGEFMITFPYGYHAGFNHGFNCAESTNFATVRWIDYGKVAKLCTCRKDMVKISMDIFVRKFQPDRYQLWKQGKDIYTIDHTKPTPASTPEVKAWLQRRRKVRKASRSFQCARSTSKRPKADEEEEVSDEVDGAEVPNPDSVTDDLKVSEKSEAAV
# HCV core dimer = HCV core protein dimerization inhibition; TR-FRET GST/Flag-core106 dimerization, 1536-well; inhibition, % at 5 µM; 0.33% of 300,000 active; AID 1899;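 active means inhibition above the mean of all tested compounds plus 3 SD, set per screening campaign, cut at about 45% in these data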
#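 Test system: GST/Flag-tagged HCV core106 proteins; Medium: KF-containing HEPES buffer, pH 7.45, DTT, CHAPS, BSA; Times: compound-protein-antibody incubation 4 h at 22.5 °C; Detection: TR-FRET 671 and 617 nm emission; Benchmarks: wells lacking GST-core106 and wells with excess unlabelled core106.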
# Active calls of the source: *; x = no result given.
1: CCOc1ccc2c(c1)OC(c1ccccc1)(C(F)(F)F)NC2=O (stereo unspecified)
2: CC(CC(=O)N1CCc2ccccc21)n1cccn1 (stereo unspecified)
3: O=C(c1cc(F)c(F)cc1Cl)N1CCN(CCc2ccccc2)CC1
4: CC1CC(C)CN(S(=O)(=O)c2ccc3c(c2)oc(=O)n3CC(=O)N2CCOCC2)C1 (stereo unspecified)
5: CCCCNC(=S)N1CCn2cccc2C1c1ccc(F)cc1 (stereo unspecified)
6: COC(=O)c1ccc(Cn2cc(Cl)cn2)o1

Compound	1	2	3	4	5	6
PP1 counter	-1	-4	2	2	10	-6
procasp7 counter	0	2	10	-12	-1	3
procasp3 activ	1	6	-8	8	11	0
CTSL1 counter	5	0	4	4	2	-7
TPT1 inhibitor	-2	-4	-3	0	-1	-1
PP5 inh	2.5	1.8	-1.1	4.7	1.1	-0.1
Efflux pump mplx	0.0	-0.2	0.1	-0.2	0.1	0.0
GASC-1 inh	2	6	-17	-20	19	1
HCV core dimer	-1	-12	-4	-2	0	0

7: Cc1ccc2c(C)c(C(=O)N(C)Cc3ccncn3)oc2c1C
8: O=Nc1c(O)[nH]c2ccc(Cl)cc12
9: Cc1cc(O)c(C2=Nc3ccccc3SC(c3ccc(Cl)cc3)C2)c(=O)o1 (stereo unspecified)
10: COc1ccc2oc(C(=O)OCC(=O)Nc3ccc(OC)c(S(N)(=O)=O)c3)c(C)c2c1
11: CCOC(=O)n1c(=O)[nH]c2ccc(Br)cc21
12: Clc1cncc(Cl)c1NNc1c2ccccc2nc2ccccc12

Compound	7	8	9	10	11	12
PP1 counter	1	4	0	-3	-3	-1
procasp7 counter	9	-3	-20	1	7	-4
procasp3 activ	-7	2	-18	4	4	-13
CTSL1 counter	0	1	3	2	5	-2
TPT1 inhibitor	1	2	6	3	1	-2
PP5 inh	0.8	2.1	2.7	-1.5	-5.5	-1.2
Efflux pump mplx	1.2	0.0	-0.2	0.0	0.1	-0.1
GASC-1 inh	-3	-9	-7	5	1	0
HCV core dimer	3	-4	0	15	-6	1

13: CCc1ccc(N=Nc2ccc(O)c3[nH]cnc23)cc1
14: Cc1cc(C)cc(OCC(=O)OCC(=O)c2cc(C)n(C3CC3)c2C)c1
15: Cc1ccc(Oc2ncccc2CO)cc1
16: O=C(NNC1OC(CO)C(O)C(O)C1O)c1cccc(Br)c1 (stereo unspecified)
17: COC(=O)/C(=C(/F)Sc1cc(C)c(O)c(C)c1)C(F)(F)F
18: N#C/C(=C\C=C\c1ccccc1)C(=O)NCc1ccco1

Compound	13	14	15	16	17	18
PP1 counter	21*	-1	1	-1	-1	3
procasp7 counter	-15	-6	4	12	-19	-11
procasp3 activ	6	2	7	7	-14	-5
CTSL1 counter	x	-22	-3	1	-9	11
TPT1 inhibitor	x	4	-5	0	-1	4
PP5 inh	-0.1	2.7	2.9	0.4	1.4	0.0
Efflux pump mplx	0.3	0.1	0.0	-0.1	-0.4	0.0
GASC-1 inh	8	7	5	-22	10	4
HCV core dimer	x	11	7	-1	-1	0

19: Cc1cc(N2CCN(C)CC2)nc2ccc(NC(=S)NCCC(C)C)cc12
20: Cc1oc(-c2ccc(Cl)cc2)nc1CS(=O)CC(=O)NCCCN(C)C1CCCCC1 (stereo unspecified)
21: Cc1sc2nc(CSCC(=O)NC3CCCCC3)[nH]c(=O)c2c1C
22: Cc1c(N(C)S(=O)(=O)c2cccc(C(=O)NCC3CCCO3)c2)c(=O)n(-c2ccccc2)n1C (stereo unspecified)
23: O=C(CSc1nnc(-c2ccccc2)c(-c2ccccc2)n1)NCC1CCCO1 (stereo unspecified)
24: CCCCCCCCCCOC(=O)C[N+](C)(C)CC1CCCCC1O (stereo unspecified)

Compound	19	20	21	22	23	24
PP1 counter	1	1	-6	-2	x	-2
procasp7 counter	6	9	-4	0	10	-7
procasp3 activ	7	5	0	2	10	1
CTSL1 counter	-2	4	6	5	x	2
TPT1 inhibitor	-4	-2	20	2	x	-1
PP5 inh	2.5	1.1	3.6	0.2	x	0.1
Efflux pump mplx	-0.1	0.0	0.1	0.1	-0.1	0.1
GASC-1 inh	-20	-18	-6	6	-4	-2
HCV core dimer	3	3	-2	-4	x	-5

25: NC(=O)Cn1cnc(-c2ccccc2)c1
26: COC(=O)c1cc(C#N)c(SCc2ccccc2)nc1C
27: CCOC(=O)Cn1c(=O)n(Cc2ccco2)c(=O)c2ccc(C(=O)NCCc3ccccc3)cc21
28: CN(C)c1ccc(/C=C/C(=O)c2cccnc2)cc1
29: Cc1ccc(S(=O)(=O)NNC(=S)Nc2ccccc2)cc1
30: O=C(NCCCCc1ccccc1)c1cccc(Br)c1

Compound	25	26	27	28	29	30
PP1 counter	-4	-1	-1	0	-12	0
procasp7 counter	6	8	10	-25	-1	7
procasp3 activ	-5	-5	-1	-25	-9	8
CTSL1 counter	-1	1	0	3	-3	0
TPT1 inhibitor	0	-6	1	93*	0	-2
PP5 inh	1.1	0.3	2.2	1.4	-0.8	1.4
Efflux pump mplx	0.1	-0.3	0.1	0.1	0.2	0.0
GASC-1 inh	-4	0	-12	-4	4	-8
HCV core dimer	-1	2	12	-7	3	-3

31: CCc1ccc2nc(N(CCCN(C)C)C(=O)c3ccc(S(=O)(=O)N4CCc5ccccc5C4)cc3)sc2c1
32: Cn1cc(Cl)nc1C(O)c1ccccc1 (stereo unspecified)
33: C=C(C)C(=O)OCC(=O)NCc1ccccc1
34: COc1ccc(OCC(=O)N2CCN(S(=O)(=O)c3ccc(Cl)s3)CC2)cc1
35: CN(C)S(=O)(=O)c1ccc(C(=O)N(c2ccccn2)c2ccccn2)cc1
36: Cc1cccc(CNC(=O)Cn2ccc3cc(S(=O)(=O)N4CCCC4)ccc32)c1

Compound	31	32	33	34	35	36
PP1 counter	17*	2	-1	-2	-1	-3
procasp7 counter	-3	0	5	-1	7	5
procasp3 activ	2	-1	3	7	11	7
CTSL1 counter	0	-2	-2	x	-3	1
TPT1 inhibitor	4	4	1	x	-4	2
PP5 inh	2.5	1.7	-0.3	1.5	0.1	-0.6
Efflux pump mplx	-0.1	0.2	-0.1	-0.2	0.0	0.1
GASC-1 inh	0	0	-21	9	-9	-1
HCV core dimer	-13	-5	-2	x	1	0

37: CC1(C)CC(=O)C2=C(C1)Oc1ncn(CCCO)c(=N)c1C2c1ccccc1 (stereo unspecified)
38: CCOC(=O)CN=C(NS(=O)(=O)c1ccc(Cl)cc1)c1ccccc1
39: Cc1cccc(-c2nc3ccccc3c(=O)n2NC(=S)N(C)C)c1
40: COCCCNC(=O)CSc1nc2ccccc2c(=O)n1CCc1ccc(S(N)(=O)=O)cc1
41: COc1cc(OC)cc(C(=O)Nc2nc(CC(=O)NCc3ccc(F)cc3)cs2)c1
42: COc1ccc(N(CC(=O)NCc2ccccc2OC)S(=O)(=O)c2ccccc2)cc1

Compound	37	38	39	40	41	42
PP1 counter	-4	3	1	-4	-5	-1
procasp7 counter	7	-2	-20	2	-2	-7
procasp3 activ	8	-2	-3	0	17	12
CTSL1 counter	2	1	-2	-2	-1	4
TPT1 inhibitor	2	2	-1	-2	1	-2
PP5 inh	2.8	-3.0	-0.1	0.4	-1.0	0.1
Efflux pump mplx	0.0	0.1	-0.2	0.0	-0.2	0.0
GASC-1 inh	6	5	-2	-5	69	-4
HCV core dimer	-2	4	-4	13	0	-1

43: O=C(NC(=S)Nc1cccc2c(O)cccc12)c1cccc(Br)c1
44: C=CCn1c(SCC(=O)NC2(C)CCS(=O)(=O)C2)nc2ccccc21 (stereo unspecified)
45: O=[N+]([O-])c1ccc(N2CCCCC2)cc1NCCOc1ccccc1
46: C[C@]12CCC3C(CC[C@H]4CC(O)CC[C@]34C)C1CC/C2=N/O (stereo partly specified)
47: Cc1cc(C)nc(NS(=O)(=O)c2ccc(N/C=C3\CCCC3=O)cc2)n1
48: CCOc1ccc(S(=O)(=O)N2CCC(C(=O)NCCc3ccc(OC)c(OC)c3)CC2)cc1

Compound	43	44	45	46	47	48
PP1 counter	6	x	-2	4	-4	0
procasp7 counter	-22	0	5	0	2	5
procasp3 activ	-12	-2	3	15	4	-2
CTSL1 counter	-2	x	0	-1	2	-2
TPT1 inhibitor	-5	x	1	1	-2	-3
PP5 inh	3.0	x	-0.9	1.2	0.7	-0.8
Efflux pump mplx	0.0	-0.1	3.9	0.0	0.1	-0.1
GASC-1 inh	1	4	17	-3	-7	-7
HCV core dimer	2	x	3	-9	-6	-2

# In another format: results already given
item	SMILES	PP1 counter	procasp7 counter	procasp3 activ	CTSL1 counter	TPT1 inhibitor	PP5 inh	Efflux pump mplx	GASC-1 inh	HCV core dimer
43	O=C(NC(=S)Nc1cccc2c(O)cccc12)c1cccc(Br)c1	6	-22	-12	-2	-5	3.0	0.0	1	2
44	C=CCn1c(SCC(=O)NC2(C)CCS(=O)(=O)C2)nc2ccccc21 (stereo unspecified)	x	0	-2	x	x	x	-0.1	4	x
45	O=[N+]([O-])c1ccc(N2CCCCC2)cc1NCCOc1ccccc1	-2	5	3	0	1	-0.9	3.9	17	3

# (cont.)
49: Cc1ccccc1NC(=O)C1CCCN1S(=O)(=O)c1ccccc1C(F)(F)F (stereo unspecified)
50: O=C1CC(c2ccc(F)cc2)CC(O)=C1C1NCCc2ccccc21 (stereo unspecified)
51: C=C(C)CSc1nnc2n(N)c(=O)c3ccccc3n12
52: CN(C)c1ccc(C(=S)N2CCCCC2)cc1Br
53: COc1ccccc1-c1nnc(SCC(=O)Nc2c(Cl)cccc2Cl)o1
54: C/C(=N\NC(=O)c1cc(Br)ccc1O)c1cccs1

Compound	49	50	51	52	53	54
PP1 counter	-2	-1	-3	2	0	-4
procasp7 counter	2	1	5	-3	3	7
procasp3 activ	5	-7	22*	0	3	-7
CTSL1 counter	x	-2	0	-1	1	6
TPT1 inhibitor	x	0	-1	-2	-2	12
PP5 inh	-1.0	2.6	-0.5	1.6	3.7	-0.6
Efflux pump mplx	-0.1	0.2	-0.1	-0.1	0.1	0.0
GASC-1 inh	9	0	-3	8	8	7
HCV core dimer	x	-8	0	-6	-1	6

55: C=CCN1C=CC=C/C1=C1\SC(=S)N(C)C1=O
56: COC(=O)Cn1nnc2c(cnn2-c2ccccc2)c1=O
57: CCOC(=S)N/C(=N\S(=O)(=O)c1ccccc1)c1ccccc1
58: CC1=Nc2ccccc2N=C(NC(=O)CSC(=S)N2CCN(C)CC2)C1c1ccccc1 (stereo unspecified)

Compound	55	56	57	58
PP1 counter	-3	-3	-3	-5
procasp7 counter	-15	5	-9	0
procasp3 activ	-18	1	-4	2
CTSL1 counter	1	2	0	1
TPT1 inhibitor	-1	-2	3	1
PP5 inh	4.5	0.7	-0.7	0.9
Efflux pump mplx	0.0	0.1	-0.3	-0.2
GASC-1 inh	-24	-5	-3	-10
HCV core dimer	-6	2	-2	9
